# From PubChem BioAssay
# ARNT-TACC3 inh – disruptors of ARNT/TACC3 protein interaction, primary screen, biochemical, AlphaScreen, single concentration | AlphaScreen His-ARNT PAS-B/GST-TACC3 binding, luminescence; TACC3 fragment carries E629A point mutation | Transforming acidic coiled-coil-containing protein 3 (Homo sapiens), Q9Y6A5 | 390,000 tested, 0.66% active | inhibition, % at 9.99 µM;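 active means mean inhibition of replicates at least 50% and at least half of replicates each reaching 50%; inconclusive means half or more replicates reach 50% but mean below 50%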;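 further: 0% = complete ARNT plus TACC3 wells and 100% = ARNT alone without TACC3; many hits fall short of the cut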
# Casp6 inh – human caspase-6 inhibitors, primary screen, biochemical, VEID-R110 fluorescence, single point, set 2; inhibition, % at 12.5 µM; P55212; 350,000 tested, 0.53% active; AID 686996, 2013; purified caspase-6, Z-VEID-R110 cleavage fluorescence;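 active means mean inhibition across replicates at least about 35%, with every replicate also reaching that limit, limit read from the data; inconclusive means only one of the two criteria met; inactive means neither criterion met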;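 further: 0% = median of neutral control wells and 100% = no fluorescence left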
# Target sequence (P55212 24-179 limits assumed): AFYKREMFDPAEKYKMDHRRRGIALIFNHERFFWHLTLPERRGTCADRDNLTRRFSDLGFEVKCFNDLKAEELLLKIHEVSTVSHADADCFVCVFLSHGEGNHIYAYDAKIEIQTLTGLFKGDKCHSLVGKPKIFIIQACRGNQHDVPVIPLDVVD
# Target sequence (P55212 194-293 limits assumed): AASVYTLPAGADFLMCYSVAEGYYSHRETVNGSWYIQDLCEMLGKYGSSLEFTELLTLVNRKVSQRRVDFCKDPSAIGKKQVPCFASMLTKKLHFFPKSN
# SIRT5 inh – SIRT5 desuccinylase inhibitors, primary screen, biochemical, fluorescence imaging, single point, set 5; NAD-dependent protein deacylase sirtuin-5, mitochondrial (Homo sapiens), Q9NXA8; Purified SirT5, succinyl-peptide AMC, trypsin-coupled fluorescence; inhibition, % at 15 µM; 330,000 tested, 1.1% active; in the data active means inhibition above about 15%; inconclusive means no clear call, values can overlap the other calls
# Target sequence (Q9NXA8 whole entry, looked up): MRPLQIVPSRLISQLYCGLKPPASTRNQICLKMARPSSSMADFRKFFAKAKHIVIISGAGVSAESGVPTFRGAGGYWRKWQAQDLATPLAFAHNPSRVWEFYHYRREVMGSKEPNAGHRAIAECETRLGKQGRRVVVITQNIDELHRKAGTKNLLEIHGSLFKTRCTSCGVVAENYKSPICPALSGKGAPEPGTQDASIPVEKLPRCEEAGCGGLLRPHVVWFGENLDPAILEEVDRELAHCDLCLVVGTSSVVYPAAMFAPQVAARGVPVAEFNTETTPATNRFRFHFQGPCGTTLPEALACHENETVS
# EWS-Fli block – EWS/Fli-driven NR0B1 reporter inhibitors, primary screen, A673 cells, NR0B1 luciferase, luminescence, MLPCN library; viability-normalised; inhibition, % at 12.6 µM; 350,000 tested, 0.67% active; AID 651661, 2012;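 active means mean inhibition of at least 50% after viability correction, with every replicate also passing that limit; inconclusive means mean reaches 50% but only one of two replicates passes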;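 further: firefly luciferase signal divided by Alamar Blue viability fluorescence both relative to DMSO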
# DENV2 CPE rescue – inhibitors of DENV2 cytopathic effect, primary screen, cell-based, plate reader, single concentration; CPE inhibition, % at 9.99 µM; 350,000 tested, 1.7% active; AID 651640, 2012; DENV2-infected cells, cytopathic effect rescue; in the data active means CPE inhibition above about 20%, passing the limit was not always enough; inconclusive means no clear call, values can overlap the other calls; tested in BHK-21 cells;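 further: 0% = median of neutral control wells and 100% = median of positive control wells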
# LGR2 antag – inhibitors of bursicon-induced LGR2 CRE-luciferase signal, primary screen, cell-based, HEK293, CRE-luciferase reporter, bursicon stimulation; Drosophila bursicon receptor LGR2 (rickets); bursicon-stimulated, 4 h; inhibition, % at 9.99 µM; 380,000 tested, 0.35% active;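 active means drop in luminescence signal, shown as inhibition above about 50% in the replicate tests, limit read from the data, passing the limit was not always enough; inconclusive means probably only some replicates passing the limit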;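 further: agonist challenge used bursicon conditioned medium at about half maximal strength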
# PAX8 inh HTS – inhibitors of PAX8-driven TPO luciferase reporter, primary screen, RMG-I cells, single concentration | inhibition, % at 12.6 µM | SteadyGlo, 24 h | 360,000 tested, 1.2% active;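 active means mean replicate inhibition at least 60% with every replicate also reaching 60%; inconclusive means only one of the two criteria is met; inactive means mean below 60% and not all replicates reaching 60%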;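 further: luciferase light reporting Pax8 driven TPO promoter activity; plate controls were median of neutral control wells for no effect and mitoxantrone controls for full effect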
# * hit, by the source's call; ? = inconclusive; / = no result given; & = joins results of further samples; ! = not confirmed by another sample.
SMILES,ARNT-TACC3 inh,Casp6 inh,SIRT5 inh,EWS-Fli block,DENV2 CPE rescue,LGR2 antag,PAX8 inh HTS
O=C(CCNS(=O)(=O)/C=C/c1ccccc1)NCCc1c[nH]c2ccccc12,10.6,-1.3,-20.3,19.0,-5.2,6.9,6.3
O=C(Nc1ccccc1Cc1ccccc1)c1ccncc1,-2.8,-3.9,-0.6,4.5,-0.8,19.9,-5.2
CC(=O)c1ccc(-c2ccc(C(=O)N(C)c3c(N)n(Cc4ccccc4)c(=O)[nH]c3=O)o2)cc1,-3.2,6.2,8.8,-4.4,?,2.9,-25.8
C[C@@H]1CCCCO[C@H](CN(C)Cc2ccc(C(=O)O)cc2)[C@H](C)CN([C@@H](C)CO)C(=O)c2cc(NC(=O)Nc3ccc(C(F)(F)F)cc3)ccc2O1,5.5,2.6&1.6,-2.5&-2.0,10.6&-16.4,40.8*!,-9.2&8.7,10.6&-5.9
CC1CCCCC12NC(=O)N(CC(=O)OCC(=O)Nc1ccc(F)cc1[N+](=O)[O-])C2=O (stereo not given),-5.5,-0.4,-1.2,0.8,6.6,6.5,10.3
O=C(N/N=C/c1ccc([N+](=O)[O-])o1)c1cn(-c2ccccc2)nc1-c1ccc(Cl)cc1,3.9,2.5,-0.6,-4.0,3.4,2.3,-14.4
CCC(=O)Nc1ccc(-c2ccc(N3CCCCC3)nn2)cc1,1.2,-0.3,-2.9,-86.6,14.4,-33.2,-87.2
CSc1ccc(CNC(=O)C2CCC(=O)N(CC3CCCCC3)C2)cc1 (stereo not given),/,-2.2,/,-12.3,-2.9,-3.1,9.6
Nc1cc(C(Cl)=C(Cl)Cl)c(S(N)(=O)=O)cc1S(N)(=O)=O,-14.2,76.3*,-0.1,-7.1,-5.7,/,6.9
CC(CCc1ccccc1)NC(=O)CCC(=O)N1CCC(C(N)=O)CC1 (stereo not given),-7.9,-5.6,-2.8,1.7,3.8,-5.0,-7.9
CC(C)c1cc(Br)ccc1OCCN1C(=O)NC(C)(C)C1=O,-9.2,4.2,-2.1,-22.1,-4.7,-53.6,18.2
O=C1NC(Cc2ccc(O)cc2)c2nc3cc(F)c(F)cc3c(=O)n2-c2cc3ccccc3cc21 (stereo not given),/,1.1,/,20.6,0.8,26.8,41.9
CCCCCCNS(=O)(=O)c1ccccc1Br,-27.3,-0.8,/,0.8,1.2,3.1,13.2
CCOc1cc(CNn2cnnc2)cc(Cl)c1OCC(=O)NC(C)(C)C,-3.9,-0.3,/,8.2,0.4,-12.3,15.7
CN1C[C@@H](O)COC[C@@H]2O[C@H](CC(=O)NC3CCCC3)CC[C@H]21,-10.2,1.7,-1.4,6.2,9.9,-22.1,2.9
COCCNC(=O)C1(C)CCN(C(=O)c2ccc3ccccc3n2)C1 (stereo not given),/,3.1,/,-9.3,4.5,-4.1,10.7
Cc1ccc(/C=C2/NC(=O)N(Cc3ccccc3)C2=O)o1,-2.7,/,/,/,/,6.1,-2.7
Cc1oc(-c2cc(F)ccc2F)nc1CN1CCCN(C(=O)c2ccco2)CC1,0.4,2.6,-4.8,5.5,-8.9,-10.0,-2.4
CCOc1ccc(CCNC(=O)COC(=O)C2=NNC(=O)CC2)cc1OCC,-1.8,-4.0,-6.5,-4.2,-2.4,-7.1,5.3
COc1ccc(CN(C)C[C@H]2OCCCC[C@@H](C)Oc3ccc(NS(C)(=O)=O)cc3C(=O)N([C@H](C)CO)C[C@@H]2C)cc1,-12.4,-0.3&-0.2,-13.0&-1.8,-5.0&2.7,0.0&-0.7,8.2,-2.2&-3.8
CCCNC(=O)N(C)C[C@H]1Oc2ncc(-c3ccccc3)cc2C(=O)N([C@@H](C)CO)C[C@H]1C,-0.5,-0.1,-2.8,-3.3,-4.3,-9.0,/
CCC1(c2ccc(F)cc2)NC(=O)N(CC(=O)Nc2ccc(C)c(S(=O)(=O)N3CCOCC3)c2)C1=O (stereo not given),2.8,9.6,-1.7,10.5,15.9,-1.8,18.1
Cc1ccc(C(=O)/C=C/c2ccc3c(c2)OCCO3)c(O)c1,1.7,3.2,-5.0,-100.4,0.2,-36.5,-189.5
O=C1CCCN1CCCN=c1c([N+](=O)[O-])nn(-c2ccc(Cl)cc2)n1O,2.2,3.0,-2.9,0.0,8.0,9.6,6.7
O=C(Nc1ccccc1Br)c1cc(=O)c2ccccc2o1,-5.9,0.3,0.4,-65.8,1.9,-61.8,-144.3
# Additional entries
SMILES,ARNT-TACC3 inh,Casp6 inh,SIRT5 inh,EWS-Fli block,DENV2 CPE rescue,LGR2 antag,PAX8 inh HTS
CCOc1ccccc1NS(=O)(=O)c1c(C)[nH]c(C)c1C(=O)N1CCCCC1,-2.3,-0.7,2.3,-4.2,11.2,0.3,6.7
COc1ccc(C(=O)NCCc2nnc3ccc(SCC(=O)Nc4ccccc4F)nn23)cc1,6.8,0.2,-0.1,-12.9,-3.9,-0.3,-2.5
CCc1nn(CC(=O)NCCCN2CCCC2=O)c(=O)c2cc3sccc3n12,-8.4,3.2,/,-6.7,-0.7,22.5,-1.3
Cc1ccccc1NC(=O)CN1CCOCC1,-4.4,-1.5,5.1,-2.2,6.0,-8.2,6.8
O=C(CCN1CCN(CCO)CC1)Nc1ccc(C2CCCC2)cc1,-0.3,-15.7,-4.0,6.8,7.9,-5.3,2.2
O=C(C[C@@H]1CC[C@H](NC(=O)CN2CCOCC2)[C@H](CO)O1)NC1CCCCC1,-14.2,0.6,-2.1,0.2,-3.4,-7.5,-10.6
CCOc1ccc(CCNC(=O)COC(=O)c2ccncc2)cc1OCC,/,-0.9,-7.4,1.2,-2.0,-27.3,-14.9
Cc1ccc(-c2ccc3c(c2)O[C@H](CN(C)Cc2ccncc2)[C@H](C)CN([C@H](C)CO)S3(=O)=O)cc1,-5.7,1.6,3.3,-2.4,?,/,/
O=C(Nc1cccc(Cl)c1)Nc1cnccn1,-7.3,-3.3,-0.6,/,?,7.4,-25.9
O=C(CCCCC(=O)Nc1ccc(F)cc1F)Nc1ccc(F)cc1F,1.8,-6.1,1.1,-8.0,-2.8,/,3.5
O=C(C[C@@H]1CC[C@H]2[C@@H](COC[C@H](O)CN2C(=O)Nc2ccccc2)O1)NCc1ccncn1,9.2,-1.1,2.1,-8.9,4.2,-5.5,-4.5
Cc1ccccc1Oc1nc2c(C)cccn2c(=O)c1/C=C(\C#N)C(=O)NC1CCS(=O)(=O)C1 (stereo not given),-1.0,4.8,1.0,19.2,-1.4,3.6,2.7
COc1ccccc1S(=O)(=O)N[C@H]1CC[C@@H](CCNC(=O)C2CCCC2)O[C@H]1CO,0.7,9.0,3.6,4.9,2.9,-4.1,-11.4
CCOc1cc(/C=N/NC(=O)c2cccnc2)ccc1OC(=O)c1ccco1,-3.1,0.8,-0.5,-4.5,/,-7.5,5.8
COc1ccc(S(=O)(=O)N2CCC(C(=O)NCc3ccncc3)CC2)cc1C,-3.9,1.1,-8.6,9.6,-1.0,-1.5,-13.3
O=C(CN1C(=O)COc2ccccc21)N(CCCN1CCOCC1)CC1CC=CCC1 (stereo not given),-6.2,-1.0,-8.2,-0.1,/,-2.8,/
COc1cccc(/C=N/NC(=O)COc2cccc3cccnc23)c1O,3.4,-0.6,-1.6,-1.9,-2.5,-23.6,19.6
O=C(COC(=O)c1n[nH]c(=O)c2ccccc12)Nc1ccccc1F,-3.4,-0.6,-2.3,-2.1,5.4,-2.4,10.5
COc1ccc(Cl)cc1C(=O)NNC(=S)NC1CCCCC1,/,-3.4,1.3,12.6,-0.8,/,8.4
Cc1cnc(C(=O)N2CCCC(C(=O)c3ccc(C(F)(F)F)cc3)C2)cn1 (stereo not given),-3.4,-1.9,6.0,-37.1,-0.5,-13.2,-72.5
O=c1cc(-c2nn[nH]n2)[nH]c(=O)[nH]1,28.0,3.9,4.9,-0.4,-5.8,-11.5,/
COc1ccc(C(=O)Nc2c3c(nn2-c2ccc(Cl)cc2)CS(=O)(=O)C3)cc1,/,-2.1,-0.9,3.2,3.3,10.6,-2.0
CCOC(=O)c1c(N)c2cc([N+](=O)[O-])ccc2n1C,4.8,-1.4,-0.7,4.7,1.0,-20.5,-11.1
O=C(Nc1cc(F)ccc1F)N1CCCCN2[C@@H](CO)[C@@H](c3ccc(-c4ccncc4)cc3)[C@@H]2C1,0.0,/,-9.5,0.9,-10.6,-3.8,-22.6
COc1cc(NC(=O)c2ccccc2)ccc1NC(=O)c1cc2ccccc2o1,-2.3,0.0,-7.8,16.7,6.1,-14.1,-9.1

# In the list so far, these have an aryl thioether with sulfur outside any ring:
SMILES,ARNT-TACC3 inh,Casp6 inh,SIRT5 inh,EWS-Fli block,DENV2 CPE rescue,LGR2 antag,PAX8 inh HTS
CSc1ccc(CNC(=O)C2CCC(=O)N(CC3CCCCC3)C2)cc1 (stereo not given),/,-2.2,/,-12.3,-2.9,-3.1,9.6
COc1ccc(C(=O)NCCc2nnc3ccc(SCC(=O)Nc4ccccc4F)nn23)cc1,6.8,0.2,-0.1,-12.9,-3.9,-0.3,-2.5

# Following part
SMILES,ARNT-TACC3 inh,Casp6 inh,SIRT5 inh,EWS-Fli block,DENV2 CPE rescue,LGR2 antag,PAX8 inh HTS
CO[C@@H]1CN(C)C(=O)c2cc(NC(=O)Nc3ccccc3F)ccc2OC[C@@H](C)N(C(C)=O)C[C@H]1C,-6.2,1.6,3.5,-0.7,13.8,-0.2,-3.8
C=CCNS(=O)(=O)c1ccc(C(=O)OCc2cc(=O)oc3cc(OC)ccc23)cc1,/,-4.0,-3.2,5.0,6.1,0.2,-5.1
CCC(=O)Nc1c2c(nn1-c1ccc(OC)cc1)CS(=O)C2 (stereo not given),-22.1,-3.5,-0.4,-3.8,-1.7,-5.1,5.8
COc1cccc(NC2=C(Cl)C(=O)OC2OC(=O)c2ccco2)c1 (stereo not given),-5.2,2.9,0.5,2.5,-3.0,-8.3,8.9
COc1ccc(OC)c(NC(=O)CNC(=O)Cn2cnc3sc(C)cc3c2=O)c1,-1.0,-0.1,-4.3,-3.8,?,1.5,-4.3
COc1ccc(NC(=O)N[C@@H]2CC[C@H](CCNC(=O)CCN3CCCCC3)O[C@@H]2CO)cc1,6.8,-1.8,3.2,-3.4,1.6,10.5,-11.0
O=C(Nc1ccc2c(c1)OCO2)C1CC(=O)N(c2ccccc2)C1 (stereo not given),-1.9,-0.1,-3.0,7.0,-1.7,9.0,-21.0
Cc1cc(C(=O)NNC(=O)Cc2ccc(Cl)c(Cl)c2)c(C)o1,-0.2,-0.1,-5.3,-9.0,10.6,2.9,4.6
CCOc1ccc(NC(=O)c2ccc(F)cc2F)cc1,3.3,1.0,/,-156.7,/,-27.7,-255.0
CC(=O)C1=C(C)N(Cc2ccccc2)C(=O)N[C@H]1c1cccc(C(F)(F)F)c1,/,0.2,1.8,-9.7,/,-23.1,18.4
COc1ccccc1C#Cc1ccc2c(c1)[C@H]1NCC[C@H]1[C@@H](CO)N2,/,0.8,-3.4,3.7,-6.0,-3.4,7.7
O=C(CSc1nc2cc(Cl)ccc2o1)Nc1ccc(N2CCOCC2)cc1,-31.2,0.7,-1.6,-84.1,/,-34.6,/
C#CCOc1ccc(C2C3=C(CC(C)(C)CC3=O)N(CC(=O)O)C3=C2C(=O)CC(C)(C)C3)cc1OC,6.8,1.7,-0.1,2.7,-4.9,4.7,4.7
COC(=O)c1ccc(CN2CCC(n3nccc3NC(=O)C3CC3)CC2)cc1,-1.1,-6.1,-0.6,/,0.3,14.1,-2.2
CCCCn1nc2cc(C(=O)NCCc3ccc(C)cc3)ccc2c1OCC,/,4.4,-4.5,9.3,-20.4,-11.5,-15.0
CCC1(C)COC(c2ccc(OC)c(OC)c2)OC1 (stereo not given),1.2,-1.5,1.3,0.2,11.2,-18.9,4.0
Cc1ccc(-c2nc(CS(=O)CC(=O)NC3CCCC3)c(C)o2)cc1 (stereo not given),-3.0,0.3,0.6,7.1,18.2,-7.1,3.7
